Screening data as filed in PubChem.
Hck-Nef inh: blocks Nef-activated human Hck kinase. P08631. Recombinant Hck-YEEI plus Nef, Z-Lyte FRET kinase assay. inhibition, % at 20 µM. hit rate 0.68% among 220,000;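 active = Hck-Nef kinase inhibition above about 50%, limit read from the data; inactive = inhibition below that limit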;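 also: 0% = DMSO with Hck plus Nef and 100% = Hck alone without Nef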
hK5 inh: kallikrein 5 (human) inhibition; recombinant hK5, fluorogenic AMC substrate cleavage; AID 873; inhibition, % at 5 µM; hit rate 0.59% among 210,000;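 active = inhibition of 40% or more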;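 also: 0% = enzyme controls without compound and 100% = no-enzyme blanks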
Cl transport mod: KCC2 (human) Cl- transport modulation. Q9H2X9. hit rate 2.2% among 190,000. AID 1456. B-score of Tl+ flux slope (higher = more flux/activation; lower = inhibition) at 10 µM. KCC2 cells, thallium flux FluoZin-2 fluorescence;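 active = thallium flux slope and its plate-corrected score both differing from the plate sample mean at a set confidence after two filtering rounds, in either direction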;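 also: slope of fluorescence scaled to starting intensity during 10 to 20 s after thallium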
TNF death inh: blocks TNF-alpha induced death of Jurkat FADD-/- cells. Jurkat FADD-/- TNF necroptosis rescue, ATP luminescence, 24 h; 0 = TNF only, 100 = no-TNF cells. activation (protection from cell death), % at 10 µM. hit rate 0.068% among 220,000;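 active = activation, meaning protection from cell death, of at least 50% relative to plate controls; inactive = activation below 50%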;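 also: necroptosis triggered by 40 ng/mL TNF-alpha added together with compound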
FXIIa inh 1536: factor XIIa (human) inhibition | purified FXIIa, Boc-QGR-AMC fluorogenic substrate, 2 h | P00748 | hit rate 0.3% among 220,000 | inhibition, % at 5 µM | AID 800; in the data active = inhibition above about 40%;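 also: 0% = enzyme with no compound and 100% = blank without enzyme; many of its hits are not listed in these tables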
Target sequence (P00748 20-372 limits assumed): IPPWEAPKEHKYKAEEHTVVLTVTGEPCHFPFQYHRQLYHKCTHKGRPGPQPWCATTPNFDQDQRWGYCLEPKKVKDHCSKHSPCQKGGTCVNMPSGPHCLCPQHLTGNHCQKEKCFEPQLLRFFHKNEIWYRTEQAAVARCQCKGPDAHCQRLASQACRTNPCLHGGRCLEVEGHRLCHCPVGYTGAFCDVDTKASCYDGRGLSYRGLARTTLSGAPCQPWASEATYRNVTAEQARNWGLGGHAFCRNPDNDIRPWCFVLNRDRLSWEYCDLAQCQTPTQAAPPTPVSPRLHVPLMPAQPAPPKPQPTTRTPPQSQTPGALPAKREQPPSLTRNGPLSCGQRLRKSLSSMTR
Target sequence (P00748 373-615 limits assumed): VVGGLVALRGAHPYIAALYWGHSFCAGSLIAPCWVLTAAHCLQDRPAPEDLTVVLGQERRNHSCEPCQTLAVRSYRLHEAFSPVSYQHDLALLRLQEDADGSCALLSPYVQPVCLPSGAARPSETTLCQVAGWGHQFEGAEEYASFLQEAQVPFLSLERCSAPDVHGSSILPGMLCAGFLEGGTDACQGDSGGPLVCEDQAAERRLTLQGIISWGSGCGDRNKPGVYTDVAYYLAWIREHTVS
Thrombin inh: blocks human thrombin protease activity. alpha-thrombin, Boc-VPR-AMC fluorogenic substrate cleavage. P00734. inhibition, % at 5 µM. AID 1046. hit rate 0.26% among 220,000;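 active = inhibition at or above 40%; inactive = inhibition below 40%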;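 also: 0% = enzyme with no compound and 100% = wells without enzyme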
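Material: Human alpha-thrombin protein | Buffer or medium: pH 7.5 Tris-saline with Tween 20 | Reagent: Boc-VPR-AMC substrate, 15 µM final | Schedule: Reaction at ambient temperature | Detection: AMC fluorescence at 355 nm excitation and 460 nm emission | Evaluation: Percent inhibition scaled between no-compound controls and no-enzyme blanks | Controls: no-compound enzyme wells and no-enzyme blanks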
Rad51 HR inh: Rad51 (human) homologous recombination inhibition; hRad51 DNA strand exchange, fluorescence dequenching; inhibition, % at 10 µM; hit rate 0.085% among 200,000; AID 1385;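 active = inhibition above 40% at the single screening dose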;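 also: 0% = DMSO control wells and 100% = blanks with heterologous ssDNA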
Target sequence (Q06609 whole entry, looked up): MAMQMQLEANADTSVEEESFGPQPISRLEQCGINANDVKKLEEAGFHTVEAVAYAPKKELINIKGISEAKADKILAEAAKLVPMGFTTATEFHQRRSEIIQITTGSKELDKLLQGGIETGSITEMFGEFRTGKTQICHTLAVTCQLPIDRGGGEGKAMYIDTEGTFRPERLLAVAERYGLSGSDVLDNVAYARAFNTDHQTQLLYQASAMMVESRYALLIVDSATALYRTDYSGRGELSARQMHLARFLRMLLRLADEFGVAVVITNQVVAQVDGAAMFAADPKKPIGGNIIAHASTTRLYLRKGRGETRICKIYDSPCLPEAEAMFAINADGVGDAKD
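System: hRad51 filaments on single-stranded DNA; reagent: Fluorescein- and BHQ1-tagged 47-mer duplex; compound dosing: one concentration, 10 µM final; timing: filaments 15 min 37 °C, then compound 30 min; measured by: fluorescein emission 520 nm, excitation 485 nm; benchmarks: per-plate controls and blanks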
L929 necroptosis: blocks zVAD induced death of L929 cells. hit rate 0.38% among 220,000. viability rescue, % at 10 µM. L929 zVAD necroptosis rescue, ATP luminescence, 24 h; with zVAD 60 µM;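 active = activation, scaled between plate controls, above about 75%, limit read from the data; inactive = activation under that limit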;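 also: 0% = zVAD with DMSO and 100% = DMSO alone without zVAD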
FXIa inh: inhibitors of human coagulation factor XIa; inhibition, % at 5 µM; hit rate 0.14% among 220,000; P03951; purified FXIa, Boc-Glu-Ala-Arg-AMC fluorogenic substrate; AID 798;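 active = inhibition of at least 40%; inactive = inhibition below 40%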;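 also: fluorescence of freed AMC excited at 355 nm; 0% = enzyme without compound and 100% = no enzyme blank; many of its hits are not listed in these tables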
* = called active by the depositor; . = not tested or not shown.

entry	smiles	Hck-Nef inh	hK5 inh	Cl transport mod	TNF death inh	FXIIa inh 1536
1	O=C(CN1C(=O)C2CC=CCC2C1=O)Nc1nnc(SCc2ccc(F)cc2)s1 (stereo not drawn)	-1	-15	-1.4	0.2	17
2	Nc1nc(Nc2ccccc2F)nc(NCc2ccccc2)c1[N+](=O)[O-]	18	2	-0.015	-6.3	12
3	CC1=NN2C(=N)/C(=C\c3cc(C)n(-c4cccc(C)c4)c3C)C(=O)N=C2S1	28	8	1.7	0.5	16
4	COC(=O)C1C(=O)/C(=C/N(C)C)C(=O)CC1(C)C (stereo not drawn)	21	-1	-3.1	-1.1	11
5	Cn1ncc(N2CCN(S(=O)(=O)c3ccc(Br)cc3)CC2)c(Cl)c1=O	8	1	-1.1	-1.3	8
6	Cc1cc(OC(C(=O)O)c2ccccc2)c2c(C)c(Cc3ccccc3)c(=O)oc2c1 (stereo not drawn)	32	-1	-1.1	1.4	4
7	O=C(C1CCN(S(=O)(=O)N2CCOCC2)CC1)N1CCN(Cc2ccccc2)CC1	2	-17	.	0.9	14
8	CC(NC(=O)COC(=O)Cc1ccsc1)C1CC2CCC1C2 (stereo not drawn)	4	-18	-1.4	-0.4	9
9	CN(C)C(=O)c1cn(-c2ccc(Cl)cc2)c(=O)c2ccccc12	-14	-1	-0.15	-0.2	5
10	COc1ccc(C(=O)Nc2sc(C)c(-c3ccccc3)c2C#N)cc1OC	-11	-6	-1.7	-1.5	10
11	O=C(CSc1nc2ccccc2s1)Nc1ccc2c(c1)oc1ccccc12	19	-17	0.33	1.7	15
12	Cc1c(C(=O)O)sc(=S)n1-c1ccccc1	2	17	0.23	0.2	18

entry	Thrombin inh	Rad51 HR inh	L929 necroptosis	FXIa inh
1	4	-2	0.4	9
2	2	17	-0.1	3
3	3	.	0.3	8
4	-1	8	6.6	-2
5	-1	1	0.3	-1
6	-3	-7	0.1	2
7	-1	-1	1.1	-1
8	3	4	1.0	-12
9	-7	6	-0.3	-4
10	1	-9	0.9	1
11	-8	-6	0.2	7
12	5	-2	-0.3	0

Next records:
entry	smiles	Hck-Nef inh	hK5 inh	Cl transport mod	TNF death inh	FXIIa inh 1536
13	CC(NC(=O)C1CCCN(S(=O)(=O)c2cccc3nonc23)C1)c1ccccc1 (stereo not drawn)	2	-6	-0.42	-1.0	7
14	O=C(NC1CCCC1)c1cc(S(=O)(=O)N2CCOCC2)c(Cl)cc1Cl	-7	-10	-0.26	0.4	0
15	CCOc1ccc(-c2n[nH]c(C)c2Oc2ccc(OC)cc2)c(O)c1	0	6	.	-0.4	7
16	COc1cccc(C2/C(=C(\O)c3ccc4c(c3)OCCO4)C(=O)C(=O)N2CCCN(C)C)c1OC (stereo not drawn)	1	.	-0.33	-3.3	.
17	CCOC(=O)C1CCCN(Cc2ccccc2C)C1 (stereo not drawn)	-3	-5	-0.021	2.8	14
18	CCn1cc(C(=O)O)c(=O)c2cc(F)c(N3CCN(S(=O)(=O)c4ccc5c(c4)OCCO5)CC3)cc21	26	0	-1.4	-3.6	5
19	CCc1ccc(-c2csc(NC(=O)Oc3ccccc3)n2)cc1	2	-6	-0.98	1.4	17
20	CSCCC(C(=O)NCc1cccs1)N1C(=O)c2ccccc2C1=O (stereo not drawn)	0	0	0.05	0.1	4
21	N=c1oc2ccccc2cc1C(=O)N/N=C/c1ccccc1	-2	-12	-3.7*	-13	14
22	COC(=O)c1ccc(COc2ccccc2[N+](=O)[O-])o1	1	-6	-1	3.8	-6
23	CC(=O)Nc1ccc(C(=O)OCC(=O)NCc2ccc(Cl)cc2)cc1	28	0	0.38	-4.4	10
24	Cc1cccc(N(C)C(=O)CCS(=O)(=O)c2cccc3nonc23)c1	0	-20	-0.81	0.9	0

entry	Thrombin inh	Rad51 HR inh	L929 necroptosis	FXIa inh
13	-1	0	0.5	-3
14	-4	-2	-1.0	-7
15	0	10	4.0	4
16	.	.	-0.5	.
17	0	6	1.4	1
18	-9	11	1.1	-2
19	-8	-10	0.8	10
20	0	3	0.5	4
21	-4	.	1.5	6
22	-5	2	1.4	-3
23	15	7	18	-1
24	-5	-7	0.7	2

New compounds follow
entry	smiles	Hck-Nef inh	hK5 inh	Cl transport mod	TNF death inh	FXIIa inh 1536
25	Cc1cc(C)c2c(n1)sc1c(=O)n(CC(=O)c3ccccc3)cnc12	15	-1	1.1	1.5	3
26	COC(=O)/C(=C\Nc1ccc(Cl)cc1Cl)NC(=O)c1ccccc1	0	-1	-1.6	0.3	12
27	Cc1ccc(N2CC(C(=O)N/N=C/c3cccc([N+](=O)[O-])c3)CC2=O)cc1 (stereo not drawn)	-1	33	.	-7.9	17
28	CC(C)N(C(=O)COC(=O)c1ccc(O)cc1)C(C)C	1	-15	1.1	0.0	10
29	CN1CCN(CC(=O)N(C)c2nc(-c3ccccc3)cs2)CC1	-2	-14	.	1.6	27
30	COc1cccc(CNC(=O)CN2CCC(c3nc4ccc(C)cc4[nH]3)CC2)c1	22	-8	.	1.3	7
31	CCOC(=O)c1c(C)c(C(=O)N2CCN(c3ccccc3)CC2)c(C)n1C	2	7	-0.91	1.4	6
32	CC(C)Cc1cc(C(=O)N2N=C(C(F)F)CC2(O)C(F)F)c2ccccc2n1 (stereo not drawn)	-7	-8	-0.81	1.0	15
33	COc1cccc(Nc2nc3ccccc3nc2NS(=O)(=O)c2cccs2)c1	2	15	-2.1	-2.5	4
34	CS(=O)(=O)N1CCC(C(=O)Nc2ccc3c(c2)OCO3)CC1	2	5	1.1	-0.7	16
35	CSc1nc(NC(C)(C)C)nc(Oc2ccc(=O)[nH]n2)n1	14	-6	0.14	-1.8	5
36	Cc1cccc(C)c1NC(=O)CSc1nnc(-c2ccccc2)n1Cc1ccc2c(c1)OCO2	1	-8	-0.043	0.7	29

entry	Thrombin inh	Rad51 HR inh	L929 necroptosis	FXIa inh
25	-6	-3	2.2	-2
26	-3	0	0.0	-8
27	104*	.	0.3	5
28	7	.	0.8	9
29	4	2	0.2	21
30	-5	1	63	2
31	14	-4	-0.6	1
32	1	1	0.4	6
33	-8	-2	1.9	-5
34	0	-3	0.8	3
35	4	5	-0.4	6
36	6	3	0.3	21

Continued (two carried over from the part before).
entry	smiles	Hck-Nef inh	hK5 inh	Cl transport mod	TNF death inh	FXIIa inh 1536
35	CSc1nc(NC(C)(C)C)nc(Oc2ccc(=O)[nH]n2)n1	14	-6	0.14	-1.8	5
36	Cc1cccc(C)c1NC(=O)CSc1nnc(-c2ccccc2)n1Cc1ccc2c(c1)OCO2	1	-8	-0.043	0.7	29
37	CCCNC(=S)N1CCC(NC(=O)C2CCCCC2)CC1	0	-9	0.0098	-0.4	16
38	COc1ccc(Nc2c(-c3ccco3)nc3cccc(C)n23)cc1	20	6	3.3	-0.5	9
39	O=C(NCCCN1CCN(c2ccc(F)cc2)CC1)Nc1ccc([N+](=O)[O-])cc1	22	-1	0.2	4.6	6
40	O=S(=O)(NC1=NCCCCC1)c1cccs1	0	-2	1.7	0.7	14
41	CCOc1ccccc1NC(=S)NCc1cccn1C	11	.	-1.1	-2.3	12
42	CC(=O)Nc1cccc2c1C(=O)N(c1cccc(OC(C)=O)c1)C2=O	21	-2	0.25	1.3	5
43	CCOC(=O)Cc1csc(Nc2ccc(Cl)cc2)n1	5	-6	-0.51	4.0	14
44	Cc1ccc(C(=O)NCCOc2cccc(C)c2)cc1	17	1	-0.49	1.0	11
45	CCOc1ccccc1NC(=S)N(CCN(C)C)C(C)c1ccncc1 (stereo not drawn)	22	-4	0.6	2.0	4
46	COC(=O)C1=C(C)N(C)C(C)=C(C(=O)OC)C1c1ccccn1	0	-41	0.0049	-5.1	-1
47	COc1ccc(C2C(C(=O)N3CCCCC3)CC(=O)N2c2ccc(OC)cc2)cc1 (stereo not drawn)	-1	-3	-0.014	-0.5	-1
48	Cc1ccccc1CN1CCN(S(=O)(=O)c2ccc(F)cc2)CC1	7	-22	-1	3.4	5

entry	Thrombin inh	Rad51 HR inh	L929 necroptosis	FXIa inh
35	4	5	-0.4	6
36	6	3	0.3	21
37	4	-4	0.3	8
38	-12	27	-1.0	5
39	-13	6	5.1	-5
40	3	-2	0.1	5
41	0	.	-0.9	2
42	-2	.	-0.1	-2
43	1	.	0.8	10
44	.	6	0.9	6
45	-8	3	-0.9	-4
46	-1	.	-0.3	-11
47	-19	-1	-0.3	3
48	2	5	0.0	2

The list continues:
entry	smiles	Hck-Nef inh	hK5 inh	Cl transport mod	TNF death inh	FXIIa inh 1536
49	COc1ccc(N(CC(=O)N2CCc3ccccc3C2)S(C)(=O)=O)cc1	-2	-8	-0.12	6.5	12
50	Cc1cccc(/N=C/c2c(O)n(Cc3ccc4c(c3)OCO4)c(=O)c3ccccc23)n1	26	0	0.075	1.5	3
51	COc1cccc(-c2csc3nnc(SCC(=O)NCc4cccs4)n23)c1	2	14	1.5	-1.3	6
52	Fc1ccc2nc(Nc3ccccc3)sc2c1	-5	-6	0.69	10	-3
53	COc1ccc(-c2cc(C)nc(SCc3cccc(C(=O)O)c3)n2)cc1	3	-14	-4.8*	0.4	11
54	COc1ccc(-c2cc(C(=O)OC3CCOC3=O)c3ccccc3n2)cc1 (stereo not drawn)	-11	-10	0.75	1.2	14
55	O=C(NCCc1c[nH]c2ccccc12)C(=O)NCC(c1cccnc1)N1CCN(c2ccccc2)CC1 (stereo not drawn)	-4	-9	0.12	-8.6	0
56	C=CCn1c(SCC(=O)Nc2cc(C)on2)nc2sc(C)c(C)c2c1=O	0	10	1.7	-1.4	14

entry	Thrombin inh	Rad51 HR inh	L929 necroptosis	FXIa inh
49	4	-2	-0.3	-8
50	-12	11	3.3	-2
51	-5	4	0.1	-5
52	-12	-4	2.3	-2
53	-1	3	0.4	10
54	0	-2	1.5	16
55	-2	-1	.	-7
56	5	.	0.1	-16

From entry 49 as far as 50, copied from above:
entry	smiles	Hck-Nef inh	hK5 inh	Cl transport mod	TNF death inh	FXIIa inh 1536
49	COc1ccc(N(CC(=O)N2CCc3ccccc3C2)S(C)(=O)=O)cc1	-2	-8	-0.12	6.5	12
50	Cc1cccc(/N=C/c2c(O)n(Cc3ccc4c(c3)OCO4)c(=O)c3ccccc23)n1	26	0	0.075	1.5	3

entry	Thrombin inh	Rad51 HR inh	L929 necroptosis	FXIa inh
49	4	-2	-0.3	-8
50	-12	11	3.3	-2

2 records picked at random from the list so far, as already listed:
entry	smiles	Hck-Nef inh	hK5 inh	Cl transport mod	TNF death inh	FXIIa inh 1536
53	COc1ccc(-c2cc(C)nc(SCc3cccc(C(=O)O)c3)n2)cc1	3	-14	-4.8*	0.4	11
55	O=C(NCCc1c[nH]c2ccccc12)C(=O)NCC(c1cccnc1)N1CCN(c2ccccc2)CC1 (stereo not drawn)	-4	-9	0.12	-8.6	0

entry	Thrombin inh	Rad51 HR inh	L929 necroptosis	FXIa inh
53	-1	3	0.4	10
55	-2	-1	.	-7

These rows are one share of the data; count on the stated rates, not on these rows.
